Screens from PubChem BioAssay.
FAS TE block – blocks the thioesterase domain of human fatty acid synthase. recombinant FAS-TE, OMFH fluorogenic substrate, fluorescence endpoint. inhibition, % at 15 µM. actives 0.67% (n = 360,000). AID 602261;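 active means compounds whose normalised, plate-corrected inhibition of enzyme fluorescence in the single-dose primary screen is 50% or more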;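 further: 0% = DMSO with enzyme and 100% = substrate without enzyme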
NRP1-CendR mod – alters CendR peptide binding to human NRP-1; O14786; FAM-RPARPAR peptide binding to NRP-1, fluorescence polarization; inhibition, % at 25 µM; actives 0.85% (n = 360,000); AID 602438;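 active means inhibition or corrected inhibition above about 18%, plus a signal ratio from 0.5 to 1.5, limit read from the data, passing the limit was not always enough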; further: strong numbers were not always called active
MT1-MMP act inh – blocks activation of human MT1-MMP; HT1080 RFP-PRO-GFP cells, GFP/RFP ratio fluorescence, overnight; percent of plate control window, DMSO zero; GFP/RFP ratio change, % at 20 µM; actives 0.061% (n = 360,000); AID 651647;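 active means GFP/RFP ratio change of at least 30% with cell ATP level not reduced by more than half and red fluorescence within 50% of control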; further: strong numbers were not always called active
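Read-out: GFP/RFP fluorescence ratio; Test system: RFP-PRO-GFP reporter HT1080 cells; Compound dosing: single-point 20 µM compound, 1% DMSO; Times: overnight compound exposure at 37 °C.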
eLon inh – inhibits E. coli Lon protease. AID 602123. P0A9M0. purified E. coli Lon protease, fluorescence polarization. actives 0.42% (n = 360,000). inhibition, % at 7.94 µM; in the data active means inhibition above about 13%, passing the limit was not always enough;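 further: 0% = enzyme with probe and DMSO and 100% = no enzyme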
MsrA inhibitor – bovine MsrA inhibition; purified bovine MsrA, absorbance read-out; inhibition, % at 15.5 µM; actives 0.75% (n = 360,000); AID 651718; in the data active means inhibition above about 4.5%;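 further: 0% = vehicle wells with enzyme and 100% = reference inhibitor wells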
SKN-1 inh – C. elegans SKN-1 inhibition; C. elegans VP596 Pgst-4::GFP/RFP ratio, acrylamide-induced, 24 h; inhibition, % at 21.8 µM; actives 0.49% (n = 360,000); AID 624304;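 active means interference check ratio from 0.5 to 1.5 plus GFP to RFP signal ratio inhibition reaching or exceeding a fixed threshold, cut at about 30% in these data, passing the limit was not always enough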; further: some compounds called inactive have numbers as strong as hits
TbMetRS inhib – Trypanosoma brucei MetRS inhibition | purified T. brucei MetRS, ATP depletion, Kinase-Glo luminescence | inhibition, % at 11.9 µM | actives 0.4% (n = 360,000) | AID 624268;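 active means inhibition above a per-plate cutoff of the control wells' mean inhibition plus 3 SD, cut at about 5.5% in these data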;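 further: 0% = DMSO wells median and 100% = median of wells with control inhibitor compound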
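Test system – parasite MetRS enzyme · Reagent – substrates ATP, L-methionine and bulk Escherichia coli tRNA · Doses – 11.9 µM compound single dose, 0.9% DMSO · Times – 15 min enzyme-compound preincubation, 2 h reaction, 10 min detection, 25 °C · Signal – Kinase-Glo luminescence, ATP depletion format · Controls – DMSO-only wells as low control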
PABP1 MLLE inh – blocks PAM2 peptide binding to the PABP1 MLLE domain. inhibition, % at 20 µM. P11940. GST-MLLE / FITC-PAM2 fluorescence polarization. actives 0.36% (n = 360,000); in the data active means inhibition above about 35%, passing the limit was not always enough;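 further: plate controls were DMSO wells with GST-MLLE for no effect and wells lacking GST-MLLE protein for full effect; some results filed as inactive read as strong as hits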
Target sequence (P11940 whole entry, looked up, the tested form may be a part): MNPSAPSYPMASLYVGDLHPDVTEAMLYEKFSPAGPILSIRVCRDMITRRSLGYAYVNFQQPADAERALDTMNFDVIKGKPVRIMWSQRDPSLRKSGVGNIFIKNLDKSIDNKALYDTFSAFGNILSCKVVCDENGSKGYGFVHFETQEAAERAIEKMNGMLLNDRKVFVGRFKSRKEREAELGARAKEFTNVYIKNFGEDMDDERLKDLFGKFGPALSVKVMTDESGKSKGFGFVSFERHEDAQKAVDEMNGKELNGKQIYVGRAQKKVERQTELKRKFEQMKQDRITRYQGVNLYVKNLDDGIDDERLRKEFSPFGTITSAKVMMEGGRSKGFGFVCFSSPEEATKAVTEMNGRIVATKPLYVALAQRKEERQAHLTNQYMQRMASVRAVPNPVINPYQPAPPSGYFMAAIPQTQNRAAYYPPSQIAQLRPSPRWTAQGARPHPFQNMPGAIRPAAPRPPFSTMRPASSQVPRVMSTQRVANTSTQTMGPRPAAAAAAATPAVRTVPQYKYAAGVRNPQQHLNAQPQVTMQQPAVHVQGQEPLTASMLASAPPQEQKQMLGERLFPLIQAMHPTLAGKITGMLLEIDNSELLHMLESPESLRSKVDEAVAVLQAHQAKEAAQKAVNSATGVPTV
bovine MsrA act – activators of bovine methionine sulfoxide reductase A; AID 602163; actives 0.3% (n = 360,000); activation, % at 10.6 µM; purified bovine MsrA, absorbance read-out; in the data active means activation above about 7.5%;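 further: 0% = vehicle and 100% = reference activator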
The depositor's hits bear a star.

The opening two entries, to show the layout:
For CSCC[C@H](NC(=O)c1cc2c([nH]c3ccccc32)c(-c2ccccc2)n1)C(=O)O the results were FAS TE block -1, NRP1-CendR mod -5, MT1-MMP act inh 4, eLon inh -3, MsrA inhibitor 0.9, SKN-1 inh -10, TbMetRS inhib -0.7, PABP1 MLLE inh 10 and bovine MsrA act -3.
CCn1cc([N+](=O)[O-])c(C(=O)Nc2ccc(Cn3nc(C)cc3C)cc2)n1 was read as FAS TE block -4, NRP1-CendR mod -3, MT1-MMP act inh -5, eLon inh 0, SKN-1 inh 0, TbMetRS inhib -0.1, PABP1 MLLE inh 2 and bovine MsrA act -3.

Results, previewed entries included:
For CSCC[C@H](NC(=O)c1cc2c([nH]c3ccccc32)c(-c2ccccc2)n1)C(=O)O the results were FAS TE block -1, NRP1-CendR mod -5, MT1-MMP act inh 4, eLon inh -3, MsrA inhibitor 0.9, SKN-1 inh -10, TbMetRS inhib -0.7, PABP1 MLLE inh 10 and bovine MsrA act -3.
CCn1cc([N+](=O)[O-])c(C(=O)Nc2ccc(Cn3nc(C)cc3C)cc2)n1 was read as FAS TE block -4, NRP1-CendR mod -3, MT1-MMP act inh -5, eLon inh 0, SKN-1 inh 0, TbMetRS inhib -0.1, PABP1 MLLE inh 2 and bovine MsrA act -3.
For CC(OC(=O)c1cc(O)c2ccccc2c1O)C(=O)Nc1ccc(C(N)=O)cc1 (stereo unspecified) the results were FAS TE block 8, NRP1-CendR mod -10, MT1-MMP act inh -5, eLon inh -2, MsrA inhibitor -1.2, SKN-1 inh 12, TbMetRS inhib 0.3, PABP1 MLLE inh 22 and bovine MsrA act 1.
For CCNc1nc(NCC)n2c(SCC(=O)Nc3cc(Cl)ccc3OC)nnc2n1 the results were FAS TE block -6, NRP1-CendR mod 9, MT1-MMP act inh 0, eLon inh -6, MsrA inhibitor 0.3, SKN-1 inh 26, TbMetRS inhib -0.4, PABP1 MLLE inh 1 and bovine MsrA act -3.
Screening CCOC(=O)C1CCCN(C(=O)CCCn2nnnc2CN2CCOCC2)C1 (stereo unspecified) returned FAS TE block -6, NRP1-CendR mod -5, MT1-MMP act inh 0, eLon inh -1, MsrA inhibitor -0.2, SKN-1 inh 5, TbMetRS inhib 0.3, PABP1 MLLE inh 6 and bovine MsrA act 15*.
For On1c(-c2ccccc2Cl)nc2ccccc21 the results were FAS TE block -5, NRP1-CendR mod 7, MT1-MMP act inh -2, eLon inh -3, MsrA inhibitor 1.9, SKN-1 inh 10, TbMetRS inhib 0.8, PABP1 MLLE inh 1 and bovine MsrA act -3.
Screening COc1ccc(OC)c(NC(=O)COC(=O)CCc2nc3ccccc3c(=O)[nH]2)c1 returned FAS TE block -7, NRP1-CendR mod -9, MT1-MMP act inh 24, eLon inh -1, MsrA inhibitor -1.3, SKN-1 inh -3, TbMetRS inhib -0.3, PABP1 MLLE inh -21 and bovine MsrA act -1.
For Cc1cccc(N2CCN(S(=O)(=O)c3c(C)[nH]c(C)c3C(=O)N3CCCC3)CC2C)c1 (stereo unspecified) the results were FAS TE block -5, NRP1-CendR mod 4, MT1-MMP act inh -1, eLon inh 10, MsrA inhibitor 0.1, SKN-1 inh 9, TbMetRS inhib -0.4, PABP1 MLLE inh -12 and bovine MsrA act -3.
CSCCC(NS(=O)(=O)c1ccccc1)C(=O)OC(C)C(=O)Nc1ccc(Cl)cn1 (stereo unspecified) was read as FAS TE block 2, NRP1-CendR mod 6, MT1-MMP act inh -5, eLon inh -1, MsrA inhibitor 0.3, SKN-1 inh 17, TbMetRS inhib -0.3, PABP1 MLLE inh 3 and bovine MsrA act 0.
CCOC(=O)COc1coc(CN2CCN(c3ccc(F)cc3)CC2)cc1=O was read as FAS TE block -5, NRP1-CendR mod 5, MT1-MMP act inh 3, eLon inh -4, MsrA inhibitor -0.8, SKN-1 inh 0, TbMetRS inhib -0.3, PABP1 MLLE inh 15 and bovine MsrA act -1.
O=C(COC(=O)c1ccc(S(=O)(=O)N2CCCCC2)cc1)Nc1ccccc1Cl was read as FAS TE block -2, NRP1-CendR mod 2, MT1-MMP act inh 0, eLon inh -5, MsrA inhibitor 0.5, SKN-1 inh 15, TbMetRS inhib -0.4, PABP1 MLLE inh -3 and bovine MsrA act 0.
For Clc1cccc(Cc2ccc(Cl)nn2)c1 the results were FAS TE block -5, NRP1-CendR mod 4, MT1-MMP act inh -2, eLon inh 1, MsrA inhibitor -0.5, SKN-1 inh 15, TbMetRS inhib -0.2, PABP1 MLLE inh -4 and bovine MsrA act -3.
`CCCCNc1c(-c2ccc(OC)c(Sc3ccc(OC)cc3)c2)nc2ccc(Cl)cn12` gave FAS TE block 36, NRP1-CendR mod 3, MT1-MMP act inh -2, eLon inh -10, MsrA inhibitor 1.6, SKN-1 inh -12, TbMetRS inhib -0.1, PABP1 MLLE inh -19 and bovine MsrA act -4.
For Cc1ccc(NC(=O)CCN2C(=O)c3ccccc3S2(=O)=O)cc1F the results were FAS TE block -4, NRP1-CendR mod -5, MT1-MMP act inh 0, eLon inh -9, MsrA inhibitor 0.3, SKN-1 inh 16, TbMetRS inhib -0.3, PABP1 MLLE inh 12 and bovine MsrA act -1.
Screening CN(c1ccccc1C(=O)O)S(=O)(=O)c1ccc2c3c(cccc13)C(=O)N2 returned FAS TE block -5, NRP1-CendR mod 0, MT1-MMP act inh 2, eLon inh 11, MsrA inhibitor 2.0, SKN-1 inh 1, TbMetRS inhib 0.2, PABP1 MLLE inh 21 and bovine MsrA act 0.
For COc1cc(-c2cc(C(=O)OCC(=O)Nc3ccc4c(c3)OCO4)c3ccccc3n2)cc(OC)c1OC the results were FAS TE block -11, NRP1-CendR mod -6, MT1-MMP act inh -1, eLon inh -5, MsrA inhibitor 0.7, SKN-1 inh 9, TbMetRS inhib -0.4, PABP1 MLLE inh 10 and bovine MsrA act -1.
For COCC(=O)N(Cc1ccccc1)c1ccccn1 the results were FAS TE block -5, NRP1-CendR mod 8, MT1-MMP act inh -3, eLon inh -2, MsrA inhibitor -0.6, SKN-1 inh -1, TbMetRS inhib 0.4, PABP1 MLLE inh -5 and bovine MsrA act 2.
Screening O=S(=O)(Nc1cccc(-c2ccc(N3CCCCCC3)nn2)c1)c1ccc(C(F)(F)F)cc1 returned FAS TE block 39, NRP1-CendR mod -5, MT1-MMP act inh 7, eLon inh -5, MsrA inhibitor 0.1, SKN-1 inh 4, TbMetRS inhib 0.1, PABP1 MLLE inh -14 and bovine MsrA act -1.
CC(C)CN1C=C2C(=O)C(C)(OC(=O)CCc3ccccc3)C(=O)C=C2C=C1c1ccc(C#N)cc1 (stereo unspecified) was read as FAS TE block 0, NRP1-CendR mod 4, MT1-MMP act inh -5, eLon inh 6, MsrA inhibitor 1.0, SKN-1 inh 8, TbMetRS inhib -0.1, PABP1 MLLE inh -6 and bovine MsrA act -3.
For COc1ccc(C(=O)Nc2nc3nccc(-c4ccccc4)n3n2)cc1 the results were FAS TE block -11, NRP1-CendR mod 6, MT1-MMP act inh 2, eLon inh -16, MsrA inhibitor 2.4, SKN-1 inh -2, TbMetRS inhib -0.8, PABP1 MLLE inh -5 and bovine MsrA act -11.
Screening Cc1cccc(OCc2nc3ccccc3c(=O)n2N)c1 returned FAS TE block 0, NRP1-CendR mod -2, MT1-MMP act inh -2, eLon inh -7, MsrA inhibitor -0.8, SKN-1 inh -1, TbMetRS inhib -0.3, PABP1 MLLE inh -5 and bovine MsrA act -2.
Screening Oc1ccc(Cl)cc1C=Nc1ccc(Br)cc1 returned FAS TE block -2, NRP1-CendR mod 1, MT1-MMP act inh -7, eLon inh 8, MsrA inhibitor 0.7, SKN-1 inh 17, TbMetRS inhib 0.1, PABP1 MLLE inh -3 and bovine MsrA act -3.
CCc1ccccc1NC(=O)CSc1nnc(-c2cc(C)[nH]n2)n1N was read as FAS TE block -2, NRP1-CendR mod 12, MT1-MMP act inh 1, eLon inh -4, MsrA inhibitor -0.3, SKN-1 inh -1, TbMetRS inhib -0.3, PABP1 MLLE inh -9 and bovine MsrA act 4.
Screening CCCC/S(C)=N/S(=O)(=O)c1ccc(C)cc1 (stereo unspecified) returned FAS TE block -10, NRP1-CendR mod 0, MT1-MMP act inh -4, eLon inh 2, MsrA inhibitor -0.5, SKN-1 inh 1, TbMetRS inhib -1.0, PABP1 MLLE inh -4 and bovine MsrA act -7.
For O=C(Nc1ccc(Br)cc1)c1cccc(N2C(=O)CCC2=O)c1 the results were FAS TE block 1, NRP1-CendR mod 7, MT1-MMP act inh 1, eLon inh -3, MsrA inhibitor -0.6, SKN-1 inh 19, TbMetRS inhib -0.1, PABP1 MLLE inh -3 and bovine MsrA act -2.
Screening Cc1cc(NCCCN2CCOCC2)n2c(nc3ccccc32)c1C#N returned FAS TE block -5, NRP1-CendR mod -13, MT1-MMP act inh 3, eLon inh -7, MsrA inhibitor 0.4, SKN-1 inh 27, TbMetRS inhib 0.4, PABP1 MLLE inh -13 and bovine MsrA act -1.
Screening CC(=O)c1c(C)[nH]c(C(=O)Nc2cccc(S(=O)(=O)N(C)C)c2)c1C returned FAS TE block 5, NRP1-CendR mod 11, MT1-MMP act inh 8, eLon inh 1, MsrA inhibitor 2.3, SKN-1 inh 0, TbMetRS inhib 0.2, PABP1 MLLE inh 2 and bovine MsrA act -2.
For CCN(CC)C(=O)CSc1nc(-c2cccs2)cc(-c2cccs2)c1C#N the results were FAS TE block 19, NRP1-CendR mod 12, MT1-MMP act inh 9, eLon inh 2, MsrA inhibitor 2.4, SKN-1 inh 1, TbMetRS inhib -0.3, PABP1 MLLE inh 26 and bovine MsrA act -2.
For Cc1ccc2cccc(OC(=O)c3ccc4c(c3)OCCO4)c2n1 the results were FAS TE block -3, NRP1-CendR mod -11, MT1-MMP act inh 2, eLon inh -9, MsrA inhibitor 0.3, SKN-1 inh -11, TbMetRS inhib -0.5, PABP1 MLLE inh -7 and bovine MsrA act -2.
Screening O=C(NCC(=O)N(Cc1ccccc1)C(C(=O)NC1CCCCC1)c1ccco1)c1ccco1 (stereo unspecified) returned FAS TE block 2, NRP1-CendR mod 15, MT1-MMP act inh 3, eLon inh 2, MsrA inhibitor 0.8, SKN-1 inh 9, TbMetRS inhib -0.5, PABP1 MLLE inh 5 and bovine MsrA act -2.
For O=C(Nc1ccc(F)cc1)Nc1nnc([C@H]2C[C@H](O)[C@@H](CO)O2)s1 the results were FAS TE block -4, NRP1-CendR mod -11, MT1-MMP act inh -1, eLon inh -3, MsrA inhibitor -1.6, SKN-1 inh 4, TbMetRS inhib 0.6, PABP1 MLLE inh -3 and bovine MsrA act -4.
For COc1ccc(OC)c(Cc2nnc(CCC(=O)N3CCC(N4CCCCC4)CC3)o2)c1 the results were FAS TE block -6, NRP1-CendR mod 0, MT1-MMP act inh -4, eLon inh -2, MsrA inhibitor 1.8, SKN-1 inh -2, TbMetRS inhib -0.5, PABP1 MLLE inh -4 and bovine MsrA act -5.
For COc1cc(N)c(Cl)cc1C(=O)OCC(=O)NCC1CCCCC1 the results were FAS TE block 2, NRP1-CendR mod 0, MT1-MMP act inh 3, eLon inh 8, MsrA inhibitor -0.3, SKN-1 inh 4, TbMetRS inhib -0.4, PABP1 MLLE inh 4 and bovine MsrA act -8.

Rows were taken by chance. Share with any hit: about 4%.
